S100A4 MyoIIA: S100A4-myosin IIA interaction inhibition; AID 652163; P26447; inhibition, % at 10.7 µM; S100A4/TAMRA-MyoIIA peptide fluorescence polarization; 360,000 tested, 0.14% active;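 active = mean inhibition of at least 70% across replicates, with every replicate also reaching that level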
Target sequence (P26447 whole entry, looked up): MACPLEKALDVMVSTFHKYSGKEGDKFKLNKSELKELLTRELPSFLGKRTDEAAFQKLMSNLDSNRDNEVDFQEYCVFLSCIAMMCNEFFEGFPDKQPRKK
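Assay system: human S100A4 monomer with TAMRA-labelled myosin IIA peptide / Buffer or medium: Calcium-containing HEPES buffer, pH 7.2 / Reagent: TAMRA-labelled myosin IIA heavy-chain peptide probe, 5 nM / Compound: one dose per compound / Timing: polarization read 5 min after assay mix addition, stable 5–60 min / Benchmarks: neutral control DMSO, positive control TFP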
FN deposit inh: fibronectin deposition inhibition; AH1F fibroblasts, Alexa488-fibronectin deposition fluorescence, overnight; inhibition, % at 12.6 µM; 350,000 tested, 0.086% active; AID 743247;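 active = mean inhibition across replicates of 30% or more, regardless of how many single replicates reach that level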;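 note: positive control wells lacked labelled fibronectin entirely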
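Material: AH1F fibroblast monolayer depositing Alexa488-labelled fibronectin into matrix | Input: 10000 AH1F cells/well | Medium: DMEM plus 2% serum, read in PBS | Reagent: Alexa488-fibronectin, 24 nM final in well | Compound dosing: One dose per compound, pinned | Schedule: 1 h adhesion, overnight exposure | Measured by: Fluorescence at 485 nm excitation, 525 nm emission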
C2C12 statin: protects C2C12 myotubes from simvastatin toxicity; ATP luminescence, 48 h; scaled: DMSO 0, geranylgeraniol control 100; rescue of ATP level, % at 7.49 µM; 330,000 tested, 0.78% active;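 active = mean ATP rescue above about 67%, or every replicate alone reaching that limit, limit read from the data, passing the limit was not always enough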;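 note: myotubes were challenged with 10 µM simvastatin during compound exposure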
esBAF inh: inhibitors of esBAF chromatin remodeling in mouse ES cells. Bmi1-luciferase knock-in reporter, 24 h; 100% = twice the neutral-well signal. reporter increase, % at 12.5 µM. 350,000 tested, 2% active. AID 602393; in the data active = activation above about 40%;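 note: 0% = median of the plate's neutral control wells and 100% = double that signal; a rise in the Bmi1 reporter signal indicates esBAF inhibition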
CASP6 VEID inh: caspase-6 (human) enzyme inhibition; P55212; purified caspase-6, Z-VEID-R110 cleavage fluorescence; inhibition, % at 12.5 µM; 350,000 tested, 0.53% active; AID 686996;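 active = mean inhibition across replicates at least about 35%, with every replicate also reaching that limit, limit read from the data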;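 note: 0% = median of neutral control wells and 100% = no fluorescence left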
Target sequence (P55212 24-179 limits assumed): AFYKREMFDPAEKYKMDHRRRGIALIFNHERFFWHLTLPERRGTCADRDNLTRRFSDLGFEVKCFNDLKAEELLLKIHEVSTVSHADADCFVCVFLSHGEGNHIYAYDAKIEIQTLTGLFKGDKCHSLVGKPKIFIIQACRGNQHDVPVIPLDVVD
Target sequence (P55212 194-293 limits assumed): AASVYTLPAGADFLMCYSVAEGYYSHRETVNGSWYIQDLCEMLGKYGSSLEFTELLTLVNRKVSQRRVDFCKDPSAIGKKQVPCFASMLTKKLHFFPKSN
SIRT5 block: sirtuin-5 (human) deacylase inhibition. Q9NXA8. Purified SirT5, succinyl-peptide AMC, trypsin-coupled fluorescence. inhibition, % at 15 µM. 330,000 tested, 1.1% active. AID 652115; in the data active = inhibition above about 15%
Target sequence (Q9NXA8 whole entry, looked up): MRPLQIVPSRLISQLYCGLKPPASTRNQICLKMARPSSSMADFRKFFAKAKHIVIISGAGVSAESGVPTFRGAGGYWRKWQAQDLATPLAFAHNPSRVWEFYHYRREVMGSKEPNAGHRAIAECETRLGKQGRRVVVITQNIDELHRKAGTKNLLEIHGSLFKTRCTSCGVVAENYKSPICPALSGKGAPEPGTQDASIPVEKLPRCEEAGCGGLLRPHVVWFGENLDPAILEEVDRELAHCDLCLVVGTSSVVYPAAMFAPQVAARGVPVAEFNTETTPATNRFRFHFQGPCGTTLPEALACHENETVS
LGR2 inh: blocks bursicon-induced cAMP signaling via Drosophila LGR2 | HEK293 LGR2, CRE-luciferase, bursicon-stimulated, 4 h | inhibition, % at 9.99 µM | 380,000 tested, 0.35% active;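 active = drop in luminescence signal, shown as inhibition above about 50% in the replicate tests, limit read from the data, passing the limit was not always enough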;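 note: agonist challenge used bursicon conditioned medium at about half maximal strength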
* hit, by the source's call; x = not tested or not shown; & = joins results of further samples. Some of the compounds tested; count on the stated rates, not on these rows.

Screens by letter: A = S100A4 MyoIIA; B = FN deposit inh; C = C2C12 statin; D = esBAF inh; E = CASP6 VEID inh; F = SIRT5 block; G = LGR2 inh
(1) C[C@H](CO)N1C[C@H](C)[C@@H](CN(C)S(=O)(=O)c2ccc(F)cc2)Oc2ccc(NS(=O)(=O)c3ccccc3)cc2C1=O
  A = 2.0 | B = -6.7 | C = 17.7 | D = -9.3 | E = 1.1 | F = -6.7 | G = -7.5&-10.4
(2) Cc1ccccc1NC(=O)Cn1nnc(S(=O)(=O)c2ccc(C(C)(C)C)cc2)c1N
  A = 1.4 | B = -3.7 | C = -3.1 | D = -1.6 | E = -2.2 | F = x | G = 33.0
(3) O=C([C@@H]1[C@@H](CO)[C@@H]2Cn3c(ccc(-c4ccccc4)c3=O)[C@H]1N2Cc1cccnc1)N1CCOCC1
  A = -5.1 | B = x | C = -0.2 | D = -2.7 | E = 3.4 | F = -32.6 | G = -14.1
(4) O=C(/C=C/c1ccco1)NCCc1ccc(F)cc1
  A = 8.2 | B = 2.9 | C = -1.6 | D = 28.7 | E = 3.5 | F = -2.0 | G = -16.0
(5) C=C(C)[C@@H]1CCC2(C(=O)O)CC[C@]3(C)[C@H](CC[C@@H]4[C@@]5(C)CCC(=O)C(C)(C)[C@@H]5CC[C@]43C)[C@@H]12 (stereo partly drawn)
  A = 14.9 | B = 1.3 | C = -71.2 | D = 2.3 | E = 4.7 | F = x | G = x
(6) FC(F)(F)c1nnc2ccc(Cl)nn12
  A = 0.1 | B = 1.0 | C = x | D = x | E = 3.2 | F = 1.2 | G = 10.0
(7) CC(C)OC(=O)c1cn(-c2ccccc2)nc1-c1ccc2c(c1)OCCO2
  A = x | B = 10.8 | C = -2.1 | D = -2.7 | E = x | F = x | G = x
(8) CC(=O)Nc1cccc(/C(C)=N/NC(N)=S)c1
  A = 0.8 | B = x | C = -17.8 | D = -3.3 | E = 0.1 | F = 1.8 | G = 27.9
(9) CC(=O)N1c2ccc(S(=O)(=O)NCCC(=O)NCc3ccc(F)cc3)cc2CC1C (stereo not drawn)
  A = -9.7 | B = 7.1 | C = 86.5* | D = 6.6 | E = 3.0 | F = -1.2 | G = -18.1
(10) CCNC(=S)N1CCC(Cc2ccccc2)CC1
  A = -14.3 | B = x | C = -1.9 | D = -2.8 | E = -3.3 | F = -2.9 | G = 3.3
(11) CC(=O)NCCNC(=O)C1Cc2c(-c3cccc(NC(C)=O)c3)ccnc2O1 (stereo not drawn)
  A = -1.1 | B = 1.6 | C = 2.1 | D = 8.5 | E = 2.7 | F = -8.7 | G = 12.3
(12) CCOc1ccc(N(CC(=O)NCc2ccccc2)C(=O)CCC(=O)Nc2nccs2)cc1
  A = -4.8 | B = 8.4 | C = 4.9 | D = 18.8 | E = -8.0 | F = -2.1 | G = -8.3
(13) Cc1ccc(/C=C/c2onc(C)c2S(=O)(=O)N2CCC(C(=O)N3CCN(C)CC3)CC2)cc1
  A = 1.2 | B = 2.2 | C = 5.3 | D = -0.1 | E = -13.2 | F = 1.4 | G = 11.5
(14) O=C(C[C@H]1CC[C@H]2[C@@H](COC[C@@H](O)CN2CC2CCCCC2)O1)NCc1ccc(F)cc1
  A = x | B = -3.5 | C = -9.9 | D = -0.3 | E = x | F = x | G = -3.2
(15) CN(C)CCCOC(=O)c1ccc(Cl)cc1
  A = 0.8 | B = 2.5 | C = x | D = -6.1 | E = -5.2 | F = 7.1 | G = x
(16) O=C(c1ccc(Cl)cc1[N+](=O)[O-])N1CCc2ccccc2C1
  A = 4.9 | B = -7.7 | C = 3.1 | D = 2.2 | E = 3.1 | F = 1.4 | G = -16.8
(17) CCN1C(=O)[C@H]2[C@H]3CN=C(SC)N3[C@@](CC)(C(=O)OC)[C@H]2C1=O
  A = 1.1 | B = 3.4 | C = 2.3 | D = -1.9 | E = -0.5 | F = 1.3 | G = -5.9
(18) COc1cccc(C#Cc2ccc3c(c2)O[C@H](CN(C)C(=O)CN2CCOCC2)[C@@H](C)CN([C@H](C)CO)S3(=O)=O)c1
  A = 2.6 | B = 3.9 | C = 32.2 | D = 5.6 | E = 0.6 | F = -2.9 | G = 11.2
(19) CCC(=O)Nc1ccc2c(c1)OC[C@H](C)N(C(=O)CC)C[C@H](C)[C@H](OC)CN(C)C2=O
  A = x | B = -0.3 | C = 8.0 | D = -1.3 | E = x | F = x | G = 12.3
(20) Cc1cc(NC(=O)c2ccc(Cl)cc2)ccc1NC(=O)c1ccccc1Cl
  A = -1.9 | B = 3.2 | C = -38.8 | D = 9.8 | E = -1.1 | F = -6.4 | G = -14.9
(21) Cc1ccc(C(=O)N2CCN(C34CC5CC(CC(C5)C3)C4)CC2)o1
  A = 17.2 | B = 2.7 | C = 0.4 | D = 4.0 | E = -1.0 | F = 3.7 | G = -3.7
(22) OCC1CCCCN1C(=S)Nc1ccc(Cl)cc1Cl (stereo not drawn)
  A = -1.4 | B = -6.1 | C = x | D = x | E = 0.2 | F = -5.6 | G = 11.7
(23) O=c1[nH]c(=O)n2c(c1-c1ccccc1)OC(CBr)C2 (stereo not drawn)
  A = -34.8 | B = -3.4 | C = -8.6 | D = -2.5 | E = -1.0 | F = -4.4 | G = -7.8
(24) Cc1cccc(NC(=S)NC2CCCCC2)n1
  A = -1.3 | B = 2.8 | C = x | D = x | E = -0.7 | F = -1.6 | G = 4.1
(25) CN(C)Cc1c(C(=O)N/N=C/c2cccc(OCc3ccc(F)cc3)c2)nnn1-c1nonc1N
  A = 0.8 | B = 6.8 | C = -12.8 | D = -0.1 | E = 2.7 | F = -0.4 | G = -5.9

Compounds above that contain a furan ring, fused or not, in the order listed:
Screens by letter: A = S100A4 MyoIIA; B = FN deposit inh; C = C2C12 statin; D = esBAF inh; E = CASP6 VEID inh; F = SIRT5 block; G = LGR2 inh
(4) O=C(/C=C/c1ccco1)NCCc1ccc(F)cc1
  A = 8.2 | B = 2.9 | C = -1.6 | D = 28.7 | E = 3.5 | F = -2.0 | G = -16.0
(21) Cc1ccc(C(=O)N2CCN(C34CC5CC(CC(C5)C3)C4)CC2)o1
  A = 17.2 | B = 2.7 | C = 0.4 | D = 4.0 | E = -1.0 | F = 3.7 | G = -3.7

Next structures follow.
Screens by letter: A = S100A4 MyoIIA; B = FN deposit inh; C = C2C12 statin; D = esBAF inh; E = CASP6 VEID inh; F = SIRT5 block; G = LGR2 inh
(26) CCOC(=O)COc1cnc2ccccc2n1
  A = -7.5 | B = 0.7 | C = x | D = x | E = -0.9 | F = 0.2 | G = 2.0
(27) O=c1[nH]ncn1-c1ccc(Br)cc1
  A = 1.0 | B = -7.3 | C = -8.0 | D = -4.1 | E = -1.0 | F = -1.9 | G = 16.3
(28) Cc1cccc(N(C(=O)CCC(=O)Nc2nccs2)C(C(=O)NC(C)(C)C)c2ccc(O)cc2)c1 (stereo not drawn)
  A = -21.8 | B = 5.7 | C = x | D = x | E = -1.4 | F = -2.1 | G = 2.1
(29) O=C(c1ccco1)N1CCN(c2nc3ccccc3c(=O)n2-c2ccccc2)CC1
  A = x | B = 2.3 | C = 7.5 | D = 0.8 | E = x | F = x | G = x
(30) COc1ccc(CC2=C(O)c3ccccc3C(=O)C2=O)cc1
  A = -7.8 | B = 3.5 | C = 43.2 | D = -7.9 | E = 3.6 | F = 0.7 | G = 7.8
(31) Cc1ccc(NC(=O)Cn2c(O)c(N=NC(N)=S)c3ccccc32)cc1
  A = -4.9 | B = 0.8 | C = -1.2 | D = -3.8 | E = 2.3 | F = -1.3 | G = 10.6
(32) Cc1cc(C)cc(NC(=O)COC(=O)CCCNC(=O)c2ccc(Cl)cc2)c1
  A = 10.1 | B = 2.2 | C = x | D = x | E = 2.9 | F = -2.3 | G = -1.1
(33) Cn1nc(C(=O)N2CCN(C(c3ccccc3)c3ccccc3)CC2)c2ccccc2c1=O
  A = 0.1 | B = -1.7 | C = 34.7 | D = -9.4 | E = 0.3 | F = 0.1 | G = 21.5

Numbers 28 through 33 of the list above:
Screens by letter: A = S100A4 MyoIIA; B = FN deposit inh; C = C2C12 statin; D = esBAF inh; E = CASP6 VEID inh; F = SIRT5 block; G = LGR2 inh
(28) Cc1cccc(N(C(=O)CCC(=O)Nc2nccs2)C(C(=O)NC(C)(C)C)c2ccc(O)cc2)c1 (stereo not drawn)
  A = -21.8 | B = 5.7 | C = x | D = x | E = -1.4 | F = -2.1 | G = 2.1
(29) O=C(c1ccco1)N1CCN(c2nc3ccccc3c(=O)n2-c2ccccc2)CC1
  A = x | B = 2.3 | C = 7.5 | D = 0.8 | E = x | F = x | G = x
(30) COc1ccc(CC2=C(O)c3ccccc3C(=O)C2=O)cc1
  A = -7.8 | B = 3.5 | C = 43.2 | D = -7.9 | E = 3.6 | F = 0.7 | G = 7.8
(31) Cc1ccc(NC(=O)Cn2c(O)c(N=NC(N)=S)c3ccccc32)cc1
  A = -4.9 | B = 0.8 | C = -1.2 | D = -3.8 | E = 2.3 | F = -1.3 | G = 10.6
(32) Cc1cc(C)cc(NC(=O)COC(=O)CCCNC(=O)c2ccc(Cl)cc2)c1
  A = 10.1 | B = 2.2 | C = x | D = x | E = 2.9 | F = -2.3 | G = -1.1
(33) Cn1nc(C(=O)N2CCN(C(c3ccccc3)c3ccccc3)CC2)c2ccccc2c1=O
  A = 0.1 | B = -1.7 | C = 34.7 | D = -9.4 | E = 0.3 | F = 0.1 | G = 21.5
